Source: PubChem (Sanford-Burnham Center for Chemical Genomics)
mIAP act = mouse IAP activation; muIAP, CDP-Star luminescence, 30 min; hits give high values; 1 = vehicle-only enzyme signal, 0 = enzyme-free wells; activation factor at 10 µM; 0.24% of 330,000 active;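 active means activation factor of at least 2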; further: the source names both 10 and 20 µM as test concentration; values of inactives mirror those of a sister screen read the other way
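System: mouse IAP enzyme. Reagent: CDP-Star chemiluminescent phosphatase substrate. Benchmarks: DMSO wells, no-enzyme wells. Times: 30 min enzyme-substrate-compound incubation at room temperature. Detection: luminescence from enzymatic CDP-Star hydrolysis. Doses: test compounds delivered from DMSO solution.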
ATG4B inhibitor = blocks human ATG4B protease cleavage of LC3 substrate; ATG4B cleavage of LC3-PLA2, NBD-HPC fluorescence, 1 h; inhibition, % at 8.33 µM; 0.51% of 340,000 active; AID 504462; in the data active means inhibition above about 40%
Target sequence (Q9Y4P1 whole entry, looked up): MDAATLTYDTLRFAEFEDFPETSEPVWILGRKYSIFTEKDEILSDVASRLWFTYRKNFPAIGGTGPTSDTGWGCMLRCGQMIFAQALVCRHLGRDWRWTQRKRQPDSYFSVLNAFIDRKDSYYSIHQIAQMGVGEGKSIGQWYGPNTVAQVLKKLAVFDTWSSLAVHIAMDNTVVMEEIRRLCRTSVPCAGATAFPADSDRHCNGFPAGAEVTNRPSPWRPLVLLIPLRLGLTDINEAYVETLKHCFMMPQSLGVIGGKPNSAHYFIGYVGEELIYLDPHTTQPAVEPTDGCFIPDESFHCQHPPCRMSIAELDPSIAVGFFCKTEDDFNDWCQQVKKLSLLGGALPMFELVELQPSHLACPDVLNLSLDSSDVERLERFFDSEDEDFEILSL
TIM10 inh = inhibits growth of TIM10 yeast strain; AID 463195; 1.4% of 330,000 active; inhibition, % at 10 µM; S. cerevisiae TIM10 strain growth, BacTiter-Glo luminescence, 24 h;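 active means inhibition of 40% or more at the single tested concentration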;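 further: wild-type TIM10 isogenic control strain grown at permissive 25 °C; 0% = DMSO yeast wells and 100% = minimal medium wells without yeast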
Apaf1 inhib = human Apaf-1 inhibition | reconstituted apoptosome caspase-3 activity, DEVD-Rh110 fluorescence | inhibition, % at 20 µM | 0.71% of 330,000 active; active means inhibition of at least 40% at 20 µM;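 further: plate controls were DMSO wells for no effect and DEVD-CHO caspase inhibitor wells for full effect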
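System: reconstituted apoptosome with Apaf-1, cytochrome c, caspase-9, procaspase-3, dATP; Signal: Rh110 fluorescence intensity; Schedule: 30 min compound preincubation, 50 min activation, room temperature; Reagent: cytochrome c trigger plus (Z-DEVD)2-Rh110 caspase-3 substrate.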
tim10-1 inh = inhibits growth of tim10-1 mutant yeast. inhibition, % at 20 µM. AID 463190. S. cerevisiae tim10-1 ts strain growth, BacTiter-Glo, 24 h. 2.2% of 330,000 active;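 active means inhibition of at least 40%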;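 further: mutant grown at 25 °C; 0% = DMSO wells with yeast and 100% = wells holding no yeast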
hIAP act = increases human intestinal alkaline phosphatase activity; P09923; purified human IAP, CDP-Star luminescence, 30 min; hits give high values; 1 = vehicle-only enzyme, 0 = enzyme-free background; activation factor at 10 µM; 0.16% of 330,000 active;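 active means activation factor of the enzyme at least 2-fold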; further: the source names both 10 and 20 µM as test concentration; values of inactives mirror those of a sister screen read the other way
Target sequence (P09923 whole entry, looked up): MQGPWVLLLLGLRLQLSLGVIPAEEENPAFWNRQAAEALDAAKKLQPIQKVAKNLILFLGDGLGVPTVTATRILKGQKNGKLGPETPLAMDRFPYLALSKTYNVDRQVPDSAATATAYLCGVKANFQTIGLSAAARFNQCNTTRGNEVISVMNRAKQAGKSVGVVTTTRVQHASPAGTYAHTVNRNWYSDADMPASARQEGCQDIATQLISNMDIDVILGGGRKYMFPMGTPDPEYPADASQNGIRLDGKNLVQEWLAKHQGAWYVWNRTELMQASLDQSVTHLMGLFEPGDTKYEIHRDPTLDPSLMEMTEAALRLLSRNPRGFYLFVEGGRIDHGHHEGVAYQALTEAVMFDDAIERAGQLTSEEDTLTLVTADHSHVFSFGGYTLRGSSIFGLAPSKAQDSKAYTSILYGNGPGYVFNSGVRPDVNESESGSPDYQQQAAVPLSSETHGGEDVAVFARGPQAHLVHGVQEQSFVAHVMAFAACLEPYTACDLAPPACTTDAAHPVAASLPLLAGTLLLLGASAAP
mIAP block = mouse IAP inhibition; purified mouse IAP, CDP-Star luminescence, 30 min; 0.2% of 330,000 active; AID 2806; inhibition, % at 10 µM;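 active means inhibition of at least 40% at 10 µM in the primary screen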;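 further: plate controls were DMSO with enzyme for no effect and no enzyme wells for full effect; values of inactives mirror those of a sister screen read the other way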
NLRP3 yeast inh = NALP3 inhibition in yeast | Yeast reconstituted NLRP3/ASC/caspase-1, beta-gal luminescence, 24 h | inhibition, % at 10 µM | 0.39% of 330,000 active | AID 2825;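 active means inhibition of 50% or more; inactive means inhibition below 50%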;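 further: plate controls were induced DMSO wells for no effect and uninduced yeast grown without galactose for full effect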
hIAP block = human IAP inhibition; P09923; purified IAP, CDP-Star luminescence, 30 min; inhibition, % at 10 µM; 0.12% of 330,000 active; AID 2544;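 active means inhibition reaching a set limit with compound at 10 µM in the primary screen, cut at about 35% in these data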;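 further: plate controls were DMSO wells with enzyme for no effect and no-enzyme buffer wells for full effect; values of inactives mirror those of a sister screen read the other way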
Active calls of the source: *; / = no result given.

SMILES	mIAP act	ATG4B inhibitor	TIM10 inh	Apaf1 inhib	tim10-1 inh	hIAP act	mIAP block	NLRP3 yeast inh	hIAP block
O=C(Nc1nnc(-c2ccccc2)o1)C1CCCN1S(=O)(=O)c1cccs1 (centres undefined)	0.98	3	6	2	1	1	2	6	0
Cc1cnc(C(=O)OCC(=O)NC(=O)NC(C)C)cn1	0.92	0	9	-7	-8	1.1	8	0	-8
Cc1ccc(NC(=O)C2CCN(S(=O)(=O)c3ccc4c(c3)NC(=O)C(C)S4)CC2)cc1C (centres undefined)	1.9	1	7	17	21	1.4	-92	5	-44
Cc1ccc(OCC(=O)NNC(=O)C(C)Sc2ncnc3sc(C)c(C)c23)cc1 (centres undefined)	1	6	55*	23	42*	0.76	-4	-1	24
O=S1(=O)CCOC[C@H](Cc2ccccc2)N1Cc1cccc(F)c1	1	-7	15	3	23	0.89	-2	8	12
Cc1nc(NC(C)c2ccccc2)c2oc3ccccc3c2n1 (centres undefined)	0.98	3	2	5	4	1.1	2	2	-8
O=C(O)C1CCCCC1C(=O)OCCCCOC(=O)C1CCCCC1C(=O)O (centres undefined)	0.88	9	-5	-2	9	0.94	12	-2	6
O=C(CCN1C(=O)c2ccc([N+](=O)[O-])cc2C1=O)Nc1cccc(O)c1	1.1	4	-1	0	-7	1.1	-7	2	-7
CCOC(=O)Cn1nc(-c2ccc(Cl)cc2)ccc1=O	0.98	16	-4	-3	20	0.87	2	-12	13
O=C(Cn1nnc(-c2ccccc2)n1)N/N=C/c1ccco1	1	14	6	-6	14	0.86	-1	2	14
COc1cccc(NC(=O)COC(=O)c2c3c(nc4ccccc24)CCC(C)C3)c1 (centres undefined)	1	-3	0	0	24	0.87	0	20	13
COCCN(C(=O)Cn1c(C(F)(F)F)nc2ccccc21)c1c(N)n(Cc2ccccc2)c(=O)[nH]c1=O	0.96	8	3	-5	11	1.1	4	1	-8
COc1ccc(Cn2ccnc2SCC(=O)Nc2ccccc2)cc1	1.1	0	4	14	30	1.1	-11	23	-7
COc1ccc(C(C)C)cc1S(=O)(=O)N1CC(C)OC(C)C1 (centres undefined)	1.1	0	-10	3	39	1	-7	-13	-2
COc1cc(C(C(=O)NC2CCCCC2)N(C(=O)Cc2c[nH]c3ccccc23)c2ccc(C)cc2)cc(OC)c1OC (centres undefined)	0.91	-6	6	16	13	0.97	9	-1	3
O=C1CN(C(=O)c2ccc3nc(Cc4cccc(Cl)c4)oc3c2)CCN1	0.92	-9	1	-4	7	1.2	8	8	-18
CC(C)Cc1ccc(CN2CCC(n3nccc3NC(=O)C3CCCC3)CC2)cc1	2.4*	7	2	20	2	3.3*	-143	8	-232
Cc1ccc(NC(=O)Cn2ncn3c(cc4ccccc43)c2=O)cc1F	1.1	-8	1	11	-3	1.4	-9	20	-37
COc1ccc(C2=Nn3c(nnc3-c3ccccc3OC)SC2)cc1OC1CCOC1 (centres undefined)	1.1	-5	7	23	13	0.94	-5	25	6
COc1ccccc1N1CCN(C(=O)Cn2cnc3c2c(=O)n(C)c(=O)n3C)CC1	1.1	-3	1	-17	-8	1.1	-8	-2	-10
COc1ccc(CC(=O)N2N=C(C)CC2(O)c2cccnc2)cc1 (centres undefined)	0.98	2	3	2	14	1	2	3	-3
CC(=O)NC(Cc1ccccc1C)C(=O)NC1CCN(C(=O)c2cccc(C)c2)CC1 (centres undefined)	1.1	2	7	-13	12	1	-8	13	-3
Cc1cc(CNC(=O)Cn2nc(C)c([N+](=O)[O-])c2C)c2ccccc2n1	1.1	1	18	1	11	0.94	-6	15	6
Cc1cc(C)cc(C(=O)NCC(=O)OCC(=O)N2CCN(S(=O)(=O)c3ccc4ccccc4c3)CC2)c1	1	-17	5	27	0	0.97	-3	10	3
CCN1C(=O)c2ccccc2Sc2ccc(C(=O)NCCCN(CC(C)C)CC(C)C)cc21	1.1	4	-3	23	10	1.1	-13	-8	-12
CC(C)(C)OC(=O)CNC(=O)c1[nH]cnc1C(=O)Nc1ccc(CNC(=O)OC(C)(C)C)cc1	0.97	-16	7	17	14	1.3	3	19	-33
CC[n+]1c(/C=C2/C=C(C)CC(C)C2)sc2ccccc21 (centres undefined)	0.93	9	39	5	48*	1.1	7	11	-6
CCOc1ccccc1N1CCN(S(=O)(=O)CC)CC1	1	0	-3	7	12	1.2	-4	-8	-19
CCCc1cc(C(=O)Nc2sc3c(c2C(=O)OCC)CCCC3)no1	0.97	-2	4	-2	2	0.86	3	5	14
O=c1[nH]c2ccc(NC(=S)Nc3ccccc3)cc2[nH]1	0.9	6	10	-5	18	0.98	10	4	2
CSCC[C@H](NC(=O)c1cccc(S(=O)(=O)N2CCCCC2)c1)c1nc2ccccc2[nH]1	1.1	-7	-6	18	8	1.1	-7	8	-8
O=C(c1cccc2ccccc12)N1CCN(c2ccccc2F)CC1	1.1	-3	17	23	19	1	-10	29	-5
CC(C)CCN1C(=O)c2ccc(C(=O)Nc3ccc(Br)cc3C(=O)O)cc2C1=O	0.96	10	8	18	21	1.1	4	7	-13
CCOc1ccccc1N(CC(=O)NCCSc1ccccc1)S(C)(=O)=O	0.96	-6	19	1	16	0.98	4	10	2
CCS(=O)(=O)N1CCC(C(=O)Oc2ccccc2OC)CC1	1	-2	4	-17	-9	0.95	-3	16	5
CCc1cc(=O)oc2cc(OCC(=O)NCCCn3ccnc3)ccc12	1	-5	1	-1	12	1	-1	8	-5
CC(=O)N1c2ccc(S(=O)(=O)N3CCC(C(=O)Nc4cc(C)cc(C)c4)CC3)cc2CC1C (centres undefined)	1.7	-7	4	16	-12	1.8	-75	19	-79
Cc1ccccc1-c1nn2c(-c3ccccc3)nnc2s1	0.91	-95	18	12	38	1.1	9	10	-8
S=C(NCc1cccs1)Nc1cccc2ccccc12	1.3	0	-2	2	23	0.81	-26	16	19
CCOc1ccc(CCNC(=O)COC(=O)c2cccc(S(=O)(=O)N3CCCCC3)c2)cc1OCC	1.1	-7	6	15	15	0.84	-8	-3	16
Cc1cc(C(=O)N/N=C\c2cc(C(C)(C)C)ccc2O)n[nH]1	1	47*	21	19	33	1.9	-3	19	-94
Cc1ccc(-c2nnn(CC(=O)N(Cc3cccs3)C(C(=O)NC3CCCC3)c3ccncc3)n2)cc1 (centres undefined)	1.2	-27	-6	8	-15	1.3	-21	-9	-30
CC(C)(O)C#Cc1ccc(CN2CCC(n3nccc3NC(=O)C3CC3)CC2)cc1	1	-2	-5	-79	6	0.97	-4	5	3
Cc1cccc(OCCOC(=O)C2CCN(S(=O)(=O)c3ccc(C)c(C)c3)CC2)c1	0.95	6	14	18	17	1.1	5	16	-12
Cc1ccc(C(=O)OC2CCOC2=O)cc1NC(=O)c1ccco1 (centres undefined)	1	-5	10	-11	-8	1.2	0	27	-21
CCN(CC)C(=O)CSc1nc2ccccc2c(=O)n1CCC(=O)NCc1ccc(F)cc1	0.96	-7	24	9	18	1	4	12	-3
CC(C)CC(c1nnnn1C1CCCCC1)N1CCN(C(=O)c2ccco2)CC1 (centres undefined)	1	2	4	4	25	1.2	-2	-20	-21
Cc1cc(=O)oc2cc(OCC(=O)Nc3nnc(C4CC4)s3)ccc12	1	4	-16	9	18	1	0	5	-2
CCN(CC)S(=O)(=O)c1ccc(N2CCCCC2)c(NC(=O)c2ccncc2)c1	0.9	-6	15	0	29	0.85	10	-1	15
COc1ccc(OC)c2nc(-c3ccc4c(c3)OCO4)ccc12	1.1	-6	9	18	41*	0.75	-8	20	25
Cc1ccc(S(=O)(=O)N/N=C/c2cn(C)nc2C)cc1	0.93	4	0	-2	-18	1.1	7	26	-9
COc1ccc(NC(=O)O/N=C/c2ccncc2)cc1	1.1	-4	-6	10	-6	1.1	-8	-11	-7
CCN(CC)CCN(C(=O)c1ccc([N+](=O)[O-])cc1)c1nc2ccc(OC)cc2s1	1	8	-15	-14	-1	0.98	-1	4	2
CC(C)c1csc(CN2CCN(Cc3ccccc3)C(CCO)C2)n1 (centres undefined)	0.96	-13	7	-13	12	1	4	3	-4
COc1cc2c(cc1O)[C@H](Cc1ccc(Oc3cc(C[C@@H]4NCCc5cc(OC)c(O)cc54)ccc3O)cc1)NCC2	0.95	/	3	8	-8	0.86	5	-6	14
NS(=O)(=O)c1ccc(NC(=S)NC2CCCC2)cc1	1	-4	11	0	13	0.98	0	-3	2
COc1cccc(NS(=O)(=O)c2ccc(S(=O)(=O)N3CCCC3)cc2)c1	1.1	1	3	-8	1	1	-9	6	-2
CC(=O)Nc1ccc(NC(=O)CSc2nccn2Cc2ccco2)cc1	0.93	5	6	-8	14	0.91	7	5	9
O=C(O)c1ccccc1-c1nc2ccccc2n1-c1ccccc1	1	2	-16	-1	5	1.1	-2	10	-10
Cc1ccc(NC(=O)c2cc(N3C(=O)C4CCCCC4C3=O)ccc2N2CCOCC2)cc1 (centres undefined)	1.1	-14	9	14	9	1.1	-8	6	-8

Record cards, as listed above. Screens in order: mIAP act | ATG4B inhibitor | TIM10 inh | Apaf1 inhib | tim10-1 inh | hIAP act | mIAP block | NLRP3 yeast inh | hIAP block
Cc1ccc(NC(=O)Cn2ncn3c(cc4ccccc43)c2=O)cc1F is listed with 1.1 | -8 | 1 | 11 | -3 | 1.4 | -9 | 20 | -37
CCOc1ccc(CCNC(=O)COC(=O)c2cccc(S(=O)(=O)N3CCCCC3)c2)cc1OCC is listed with 1.1 | -7 | 6 | 15 | 15 | 0.84 | -8 | -3 | 16
COc1ccccc1N1CCN(C(=O)Cn2cnc3c2c(=O)n(C)c(=O)n3C)CC1 is listed with 1.1 | -3 | 1 | -17 | -8 | 1.1 | -8 | -2 | -10
COc1ccc(NC(=O)O/N=C/c2ccncc2)cc1 is listed with 1.1 | -4 | -6 | 10 | -6 | 1.1 | -8 | -11 | -7

(list continues)
SMILES	mIAP act	ATG4B inhibitor	TIM10 inh	Apaf1 inhib	tim10-1 inh	hIAP act	mIAP block	NLRP3 yeast inh	hIAP block
Cc1ccc(CNC(=O)c2cc3c(s2)CN(Cc2ccccc2)C3)cc1	1.1	-14	-13	9	12	1	-7	16	-2
CCC(=O)N1CCc2cc(S(=O)(=O)NC(C(=O)NCc3ccc(C)cc3)C(C)C)ccc21 (centres undefined)	1.1	-7	7	10	0	0.93	-6	-13	7
CC(C)(C)OC(=O)C[C@H]1C/C=C\C[C@@H](CC(=O)NCCO)C(=O)N[C@H](Cc2ccccc2)COC1=O	1.1	-7	10	5	-7	1.2	-5	-1	-15
COC(=O)c1ccccc1S(=O)(=O)N1CCC(C(=O)OC(C)C(=O)Nc2ccccc2OC)CC1 (centres undefined)	1.1	-2	-3	19	7	1.1	-8	3	-12
O=C1CCCN1CCC(=O)N1CCCC(Nc2ccc(F)cc2)C1 (centres undefined)	1	-6	-9	-16	2	1.1	-2	9	-13
CCCn1c(N)c(N(CCOC)C(=O)c2cccc(C(F)(F)F)c2)c(=O)[nH]c1=O	0.94	-2	17	1	2	1	6	19	-3
CC1=NN(c2ccccc2C(=O)O)C(=O)C1N=Nc1ccccc1 (centres undefined)	0.86	12	-7	12	3	1	14	15	-3
C[C@@H](C(=O)Nc1nc(-c2ccccn2)cs1)N1C(=O)C2CCCCC2C1=O (some centres undefined)	0.89	4	-4	-6	2	0.91	11	2	9
COc1ccc(C(C(=O)NC(C)(C)C)N(Cc2cccs2)C(=O)CCC(=O)Nc2cc(C)on2)cc1 (centres undefined)	1	-19	28	7	19	0.85	0	11	15
